Compound activity (PubChem)
TSHR antag: Antagonists of the Thyroid Stimulating Hormone Receptor: HTS campaign | activity change, negative = inhibition, % at 11.5 µM | TSHR-expressing cells, TSH-stimulated cAMP HTRF, 2 h; active compounds read low | 330,000 compounds, 0.2% hits;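 active means activity change below a set negative limit, meaning inhibition stronger than a set level, cut at about -70% in these data; inconclusive means activity change between two set negative limits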; further: on the % scale 0 is the no-effect control and ±100 the full control effect
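TSHR-expressing cells were treated with compounds, then stimulated with TSH at EC80 (4nM final) for 2 hours at 37 deg C. Cellular cAMP was measured by HTRF competition between lysate cAMP and cAMP-d2 for a cryptate-labelled anti-cAMP antibody.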
BCR signal inh: qHTS Assay to Find Inhibitors of Chronic Active B-Cell Receptor Signaling; ABC-DLBCL IkBa-CBG/CBR reporter, luminescence ratio, 4 h; Potency, µM (series often up to 46.1 µM), without a hit: top-dose ratio change, negative = lower green/red ratio, hits mostly inhibitors; 340,000 compounds, 0.05% hits; AID 493014, 2011; active means well fitted inhibition curve with a large enough effect in the signal ratio, with a control signal flat, not every such curve was filed as active; inconclusive means small, poorly fitted or top-dose-only effect, or effect the other way, or a change in a side signal; the % refers to the signal ratio;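 further: potency means the concentration at half of the fitted maximal effect; plate controls were basal doxycycline-induced cells for no effect and cells given 10 µM MG132 for full effect; MG132 reads +100%, hits lower the ratio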
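TMD8 ABC-DLBCL cells carrying doxycycline-inducible green luciferase fused to IkappaBalpha plus unfused red luciferase were exposed to compounds (up to 46 uM) for 4 hrs at 37C. Activity came from the overlap-corrected green/red luminescence ratio.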
Tb PFK block: qHTS Assay to Find Inhibitors of T. brucei phosphofructokinase; T. brucei PFK, ADP-Glo luminescence; 330,000 compounds, 0.17% hits; Potency, µM (titrated, usually from 57.5 µM), for the others: at the top dose activity, negative = inhibition, hits mostly inhibitors; AID 485367, 2010; ATP-dependent 6-phosphofructokinase (Trypanosoma brucei brucei), O15648;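 further: potency means the concentration at half of the fitted maximal effect; 0% = uninhibited 1x PFK enzyme wells and -100% = no-enzyme wells; nearly all actives have a fitted effect of over 60% in size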
Target sequence (O15648 whole entry, looked up): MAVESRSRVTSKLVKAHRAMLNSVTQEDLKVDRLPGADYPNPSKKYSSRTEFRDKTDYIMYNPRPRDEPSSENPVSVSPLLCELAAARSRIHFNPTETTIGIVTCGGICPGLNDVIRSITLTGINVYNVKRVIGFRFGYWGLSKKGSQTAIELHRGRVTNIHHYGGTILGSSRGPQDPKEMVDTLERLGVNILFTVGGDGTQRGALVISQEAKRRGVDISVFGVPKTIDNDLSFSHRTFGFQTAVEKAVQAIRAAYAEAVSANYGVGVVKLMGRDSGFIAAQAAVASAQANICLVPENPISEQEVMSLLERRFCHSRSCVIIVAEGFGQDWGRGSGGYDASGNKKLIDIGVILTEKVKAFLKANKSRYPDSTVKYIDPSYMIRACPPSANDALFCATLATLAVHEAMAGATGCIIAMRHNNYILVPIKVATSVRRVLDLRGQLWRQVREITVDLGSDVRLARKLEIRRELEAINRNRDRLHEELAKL
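PFK 1.25 nM, F6P 0.5 mM, ATP 0.1 mM, 0.1 M TEA pH 8.0, 5 mM MgCl2, 0.01% Tween20, 0.1% BSA; 45 min RT. ADP-Glo readout. qHTS titration up to 57 uM; curves fitted, compounds curve-classed.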
Giardia killer: Small Molecules that selectively kill Giardia lamblia: qHTS | Giardia lamblia trophozoite viability | activity change, % at 7.66 µM, hits read low | 340,000 compounds, 0.15% hits | AID 540267, 2011; in the data active means activity change below about -80%; inconclusive means between about -30% and that limit;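 further: parasites exposed to compound for two days anaerobically before the ATP read; on the % scale 0 is the no-effect control and ±100 the full control effect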
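Killing of trophozoites was scored by loss of ATP luminescence after a 48 hrs anaerobic exposure to compounds at 37 deg C, using 100 cells per well.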
GALK inh: qHTS Assay for Inhibitors of Human Galactokinase (GALK); P51570; Purified GALK, Kinase-Glo residual ATP luminescence; Potency, µM (highest dose often 57.5 µM), for inactives: at the top dose activity change, negative = inhibition, usual class: inhibitors; 270,000 compounds, 0.007% hits; further: potency means the concentration at half of the fitted maximal effect; on the % scale 0 is the no-effect control and ±100 the full control effect
Target sequence (P51570 whole entry, looked up): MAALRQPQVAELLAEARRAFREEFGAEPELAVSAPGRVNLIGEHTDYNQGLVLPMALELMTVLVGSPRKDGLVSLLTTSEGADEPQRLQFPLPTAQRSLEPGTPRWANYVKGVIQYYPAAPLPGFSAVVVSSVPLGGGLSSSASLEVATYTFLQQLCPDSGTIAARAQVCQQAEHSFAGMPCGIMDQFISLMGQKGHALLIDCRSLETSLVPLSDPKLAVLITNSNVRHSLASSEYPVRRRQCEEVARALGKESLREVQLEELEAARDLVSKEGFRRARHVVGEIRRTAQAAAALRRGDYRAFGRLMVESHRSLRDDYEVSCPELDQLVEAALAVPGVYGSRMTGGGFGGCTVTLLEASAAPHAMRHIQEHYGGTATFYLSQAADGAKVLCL
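Human GALK (5 nM) with 35 uM ATP and 100 uM galactose in 20 mM HEPES pH 8.0, 5 mM MgCl2, 60 mM NaCl, 1 mM DTT, 0.01% BSA. After 1 h at room temperature, leftover ATP was read by Kinase-Glo Plus luminescence.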
TCR act: Activators of T cell receptors: qHTS campaign | Potency, µM (doses to about 9.22 µM), for the others: top-dose activation of IL-2 secretion, actives largely listed as activators | 330,000 tested, under 10 active | primary human leukocytes, anti-CD3, IL-2 HTRF, 48 h; further: % of control where 0% means no effect
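Primary human leukocytes incubated 48 hr with anti-CD3 beads plus compound, without co-stimulation. Secreted IL-2 measured by HTRF (europium cryptate/d2 anti-IL-2 pair, 320 nm excitation, 665 nm emission).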
A-T KAP1 phos: qHTS Assay for Identifying a Potential Treatment of Ataxia-Telangiectasia | […] A-T fibroblasts, KAP-1 phosphorylation AlphaLISA; neocarzinostatin DNA damage 30 min before lysis | Potency, µM (series often up to 57.5 µM), inactives show top-dose activation, usual class: activators | 320,000 compounds, 0.19% hits | AID 485349, 2010; further: potency means the concentration at half of the fitted maximal effect; % of control where 0% means no effect; nearly all actives have a fitted effect of over 45% in size
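ATM-like activity read as KAP-1 phosphorylation via AlphaLISA donor/acceptor antibody pairs after lysis and 6 hr at 25C. Cells were ATM-null patient fibroblasts ([…], hTERT), dosed 60 min, then exposed to the DSB inducer NCS for 30 min.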
FBPA coupling cs: qHTS Assay for Inhibitors of Fructose-1,6-bisphosphate Aldolase from Giardia Lamblia: Coupling assay counterscreen. AID 2472, 2010. 290,000 compounds, 0.67% hits. coupling enzyme system counterscreen, AmpLite Red fluorescence. activity change, negative = inhibition, % at 58.2 µM, hits read low; in the data active means activity change below about -30%; further: on the % scale 0 is the no-effect control and ±100 the full control effect
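Counterscreen of the coupled detection system alone, without aldolase: glyceraldehyde-3-phosphate coupling enzymes plus AmpLite Red readout. Compounds at 57.5 uM final, 10 min RT preincubation, 20 min RT reaction, fluorescence 525/598 nm.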
MLL CXXC-DNA inh: qHTS Fluorescence Polarization Assay for Inhibitors of MLL CXXC domain - DNA interaction | Histone-lysine N-methyltransferase 2A (Homo sapiens), Q03164 | MLL-CXXC / FITC-HOXA9 DNA fluorescence polarization | Potency, µM (top dose mostly 115 µM), for the others: at the highest dose activity change, negative = inhibition, most hits filed as inhibitors | 290,000 compounds, 0.037% hits; active means well fitted inhibition curve with a large enough effect in the polarisation, with a control signal flat, not every such curve was filed as active; inconclusive means small, poorly fitted or top-dose-only effect, or effect the other way, or a change in a side signal; inactive means no such curve, though single readings can be large or run the other way; the % refers to the polarisation; further: potency means the concentration at half of the fitted maximal effect
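Fluorescence polarization: 7 uM MLL-CXXC (stock) preincubated 5 min with compounds, then 50 nM fluorescein-HOX-A9 DNA (stock) added; 30 min ambient. Buffer 50 mM Tris-HCl pH 7.5, 50 mM NaCl, 1 mM DTT, 0.05% BSA.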
KCNH2 WT inh: qHTS for Inhibitors of KCHN2 3.1: Wildtype qHTS; Voltage-gated inwardly rectifying potassium channel KCNH2 (Homo sapiens), Q12809; U2OS, BacMam KCNH2, thallium flux FluxOr; active compounds read low; activity change, % at 1.84 µM; 340,000 compounds, 0.37% hits; AID 720551, 2013;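 active means maximum activity change below -70%; inconclusive means maximum activity change between -70% and -50%; inactive means maximum activity change above -50%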; further: on the % scale 0 is the no-effect control and ±100 the full control effect
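U2OS cells were transduced with wild-type KCNH2 virus (2.03 x 10^8 / mL) for 4 h at room temperature, then cultured overnight at 37 C. Thallium flux was read with FluxOr dye. Rate constants were normalized to DMSO controls.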
The depositor's hits bear a star; ? = inconclusive; . = no result given; [ ] = remark or other dose. Unless noted, the call rests on the fitted dose curve; in most records, active means well fitted curve in the direction sought with a large enough effect; inconclusive means small, poorly fitted or top-dose-only effect, or another doubt; inactive means no such curve, though single readings can be large; an effect the other way counts as inactive or inconclusive.

| SMILES | TSHR antag | BCR signal inh | Tb PFK block | Giardia killer | GALK inh | TCR act | A-T KAP1 phos | FBPA coupling cs | MLL CXXC-DNA inh | KCNH2 WT inh |
| --- | --- | --- | --- | --- | --- | --- | --- | --- | --- | --- |
| Cn1c(N)c(S(=O)(=O)NCc2ccc(F)cc2)c(=O)n(C)c1=O | -2.8 | 2.1% | 1.5% | -13.4 | -3.1% | -1.7% | 2.3% | . | 0.4% | -0.2 |
| O=C(Nc1ccc(F)cc1)C1CCN(c2ncnc3c2nc2n3CCCCC2)CC1 | 2.3 | 0.4% | 2.3% | -29.7 | -6.7% | 1.2% | -0.8% | . | 55.0%[activator] | 8.8 |
| O=C(N/N=C/c1ccc2nccnc2c1)c1ccccc1O | 9.1 | . | 0.6% | . | -0.5% | . | 1.5% | 0.4 | -7.3% | . |
| CC(Oc1ccc(Cl)cc1Cl)C(=O)NNC(=O)C(=O)N1CCCCC1 (stereo not drawn) | -0.3 | -8.5% | -1.8% | 6.0 | -1.8% | 4.2%[46.1 µM] | -2.9% | 6.5 | -1.5% | -2.9 |
| O=C(O)/C=C/c1cn(-c2ccccc2)nc1-c1cc2ccccc2o1 | -15.7 | ? | 9.8% | 22.7 | -11.1% | 5.1% | -0.5% | -1.5 | -9.8% | -5.7 |
| O=c1[nH]c(C2CCN(S(=O)(=O)c3ccccc3)CC2)nc2c1nnn2Cc1ccccc1 | -7.9 | ? | 4.7% | 9.6 | 2.7% | 5.5% | 2.0% | 1.6 | 20.2% | 6.2 |
| O=C(Nc1ccc(-n2cnnn2)cc1)c1cc(S(=O)(=O)N2CCCC2)ccc1Cl | 1.7 | 4.2% | 3.5% | 2.6 | . | 9.2% | 1.5% | . | . | 24.7 |
| Cc1nn(-c2ccccc2)c(Cl)c1/C=N/NC(=O)c1nn(C)cc1[N+](=O)[O-] | 14.8 | -17.2% | -0.1% | 3.6 | -1.1% | -2.6% | 21.1% | . | -14.2% | 2.8 |
| CC(C)c1nn2c(=O)cc(O)nc2s1 | 8.7 | -0.4% | 0.0% | 0.2 | 0.8% | 5.1%[46.1 µM] | -15.0% | 3.7 | 7.1% | 6.0 |
| COc1ccc(Br)cc1/C=N/NC(=O)Cn1nnnc1N | -7.0 | ? | 0.8% | 30.1[activator] | -1.5% | 5.1% | 0.3% | 2.3 | 16.4% | -1.5 |
| CC(=O)c1ccc(S(=O)(=O)NCCC(=O)NCCc2c[nH]c3ccccc23)cc1 | -11.1 | -13.2% | -20.3% | 14.5 | . | 7.1% | -8.0% | . | . | -9.3 |
| COc1ccc(C(=O)N(C)CCCC2CCCC2)cc1OC1CCN(C(C)=O)CC1 | -6.8 | -1.7% | 0.9% | -16.5 | -7.4% | -3.1% | -1.8% | . | 4.5% | 4.9 |
| CCCCC(=O)Nc1c2c(nn1-c1ccc(C)cc1)CS(=O)(=O)C2 | -0.8 | -0.3% | 0.5% | -19.1 | 0.1% | 1.1% | -1.1% | -1.6 | -3.8% | 6.1 |
| Cc1ccc2c(c1)C1CN(C)CCC1N2C(=O)c1cccc(S(=O)(=O)N2CC(C)CC(C)C2)c1 (stereo not drawn) | -3.5 | -0.5% | 5.4% | -4.5 | 8.9% | . | -6.0% | -4.6 | 2.5% | 8.8 |
| CC(C)C(=O)N1CCN(CCN2C(=O)c3cccc4cccc(c34)C2=O)CC1 | -9.0 | ? | -3.7% | -17.9 | -1.8% | 5.9% | -6.4% | 1.3 | 5.9% | -7.3 |
| CCN(Cc1ccc2c(c1)OCO2)C(=O)/C=C/c1cccc(Br)c1 | -0.9 | -14.5% | 1.7% | ? | 4.9% | 1.3% | 3.7% | -0.5 | 10.2% | -5.6 |
| COC(=O)[C@H](Cc1ccccc1)NC(=O)C1(OC(C)=O)CC(OC(C)=O)C(OC(C)=O)C(OC(C)=O)C1 (stereo partly drawn) | -1.0 | 0.6% | -1.4% | 27.1 | 0.9% | 5.4% | -2.2% | -0.7 | 5.1% | -2.3 |
| CCCCCOc1ccc(CN2CCOCC2)cc1Cl | -10.6 | ? | -4.4% | -4.7 | -2.9% | 5.4% | 2.6% | 2.8 | -9.8% | 1.9 |
| COc1cccc(-c2sc3ccc(OC)cc3c2-c2ccc(OC)cc2F)c1 | -12.8 | 14.4% | 3.7% | 8.0 | . | 5.7% | 8.4% | . | . | 4.4 |
| COc1ccc(/C=C2\SC(=S)N(CC(=O)NC3C=CS(=O)(=O)C3)C2=O)cc1 (stereo not drawn) | 4.5 | 4.3% | 7.3% | -23.4 | -2.5% | -0.8% | -7.3% | 2.2 | 3.6% | 5.6 |
| O=C(Nc1ccccc1)c1ccc(F)c(S(=O)(=O)N2CCOCC2)c1 | 3.6 | 0.3% | 0.6% | 5.4 | 3.5% | . | 4.5% | 2.4 | -6.7% | 6.8 |
| O=C(O)CCCNC(=O)CCCn1nnc2ccccc2c1=O | -6.9 | -1.4% | 1.3% | -5.6 | -2.1% | -0.5% | -1.4% | 0.8 | -8.0% | -0.9 |
| O=C(CNC(=O)c1ccccc1F)N/N=C/c1cccs1 | -1.2 | -16.7% | -5.1% | -10.7 | 3.8% | 2.3% | -9.5% | -0.7 | 9.1% | . |
| O=C(CCl)N1c2ccccc2CCc2ccccc21 | -10.5 | ? | 1.4% | . | 0.0% | . | 10.3% | -0.4 | -11.9% | . |
| COc1cccc(C(=O)Nc2nnc(S(=O)(=O)N3CCCC3)s2)c1 | -11.6 | 17.6% | -1.6% | -14.2 | -8.0% | 1.6% | -3.0% | . | 57.3%[activator] | 3.9 |
| COC(=O)c1cc(NC(=O)c2cccc([N+](=O)[O-])c2C)ccc1Cl | -9.0 | -9.9% | 1.0% | 3.3 | 8.3% | 11.4% | 2.5% | -2.4 | -1.5% | 16.6 |
| COC(=O)C1CCN(C(=O)CCCOc2ccccc2)CC1 | 2.1 | -1.7% | 0.1% | 11.2 | -0.7% | -1.7% | -3.0% | 2.8 | 7.1% | -8.7 |
| CCc1ccc(CCC(=O)Nc2ccc(C(=O)O)cc2)o1 | -5.6 | ? | 4.1% | 5.7 | -3.8% | -1.8% | 2.6% | . | 6.8% | -0.9 |
| COc1cc(SC)ccc1C(=O)NC1CCCc2ccccc21 (stereo not drawn) | -17.9 | -2.4% | -1.6% | -15.4 | 13.4% | -2.1% | 9.2% | 4.2 | ? | -2.1 |
| COc1ccc(S(=O)(=O)N2CCOCC2)cc1C(=O)Nc1ccon1 | 2.6 | 8.5% | -0.7% | -6.9 | -4.3% | -0.4% | 21.3% | -1.1 | 4.0% | 1.2 |
| Cc1ccccc1Nc1nc(=O)c2cc([N+](=O)[O-])ccc2s1 | 41.3 | -16.7% | -5.0% | -1.7 | 1.9% | -11.2%[46.1 µM] | 0.0% | 2.3 | -5.1% | 10.5 |
| CCOC(=O)C1=C(COC(=O)/C=C/c2ccc(Cl)cc2)NC(=O)NC1C (stereo not drawn) | -14.6 | 3.1% | -2.2% | 12.5 | -4.6% | 7.2% | 5.9% | . | 6.2% | -3.8 |
| Cc1nnc(Nc2ccccc2)n(N)c1=O | 3.8 | ? | 2.5% | -3.1 | -2.1% | 3.4% | -2.7% | 0.9 | 2.2% | 0.2 |
| CCc1ccc(C2N(c3ccc(OC)cc3)C(=O)C3CCCN32)cc1 (stereo not drawn) | 20.4 | 3.9% | -0.9% | 17.3 | 1.7% | -2.9% | -23.5% | -3.7 | -3.1% | -8.8 |
| CCCCCCc1cc2cc(S(=O)(=O)c3ccc(C)cc3)c(=O)oc2cc1O | -21.7 | 1.4% | -0.1% | 31.7[activator] | . | -7.2% | 28.2µM* | 6.3 | -2.3% | 3.7 |
| O=C(CN1C(=O)CC(c2ccccc2)S(=O)(=O)c2ccccc21)N1CCOCC1 (stereo not drawn) | -4.2 | -6.4% | 0.7% | . | -0.4% | . | 4.2% | 0.4 | 3.2% | . |
| Cc1ccc(CNC(=O)c2sc3nc4c(c(C(F)(F)F)c3c2N)CCC4)cc1 | 2.8 | 4.1% | -1.9% | -7.3 | -2.4% | 3.6% | -4.5% | 0.9 | 0.9% | -0.1 |
| COC(=O)c1ccc(NC(=O)CCN2C(=O)CSC2=O)cc1 | -6.5 | 0.0% | -0.7% | -4.9 | 0.8% | . | 0.4% | 0.5 | -11.5% | 2.7 |

Rows are unselected (roughly 1.6% active in at least one column).
